Source: PubChem BioAssay
T cell modulator: T cell immune modulators affecting CD8 T cell-vesicle binding; 2C CD8+ T cell-vesicle binding, flow cytometry; hits give low values; calls only at 7 µM; actives 0.068% (n = 330,000);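 active = response, share of CD8 T cells binding vesicles, and their 90th percentile fluorescence all below set limits, cut at about 80% in these data, passing the limit was not always enough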
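material = purified 2C TCR transgenic mouse naive CD8+ T cells | controls = Unloaded micro-vesicles (low), QL9 vesicles with 0.7% DMSO (high) | detection = cytometric PE anti-B7-1 and Alexa647 anti-CD8 signals after 1% paraformaldehyde fixation | incubation = binding step 1.5 h, 37 °C, antibody labelling 20 min, ice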
Myeloid diff MLP: myeloid differentiation induction | ER-HoxA9 myeloid progenitors, lysozyme-GFP differentiation, flow cytometry | calls only at 10 µM | actives 1% (n = 360,000) | AID 624256;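 active = normalized GFP-positive differentiation at or above the plate's own cutoff, the solvent-only control mean plus 3 SD; inconclusive = no clear call, values can overlap the other calls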;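 also: cells exposed to compound for four days before flow analysis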
Hep lipid drop: hepatic lipid droplet formation modulation | AML12 mouse hepatocytes, oleate lipid droplets, BODIPY imaging | inhibition, % at 6.5 µM | actives 0.4% (n = 240,000);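 active = lipid droplet intensity inhibited by at least 50%, with more than 500 cells counted; inconclusive = wells with under 300 cells, treated as cytotoxic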
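Assay system: AML12 hepatocytes (mouse); Probe or stimulus: oleic acid at 100 µM to induce lipid droplet formation; Dosing: compound at 6.5 µM only; Schedule: compound with oleate, overnight; Detection: fluorescence imaging, 20x objective, two fields per well; Measure: % inhibition of lipid droplet signal.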
Hep lipid drop cells 6.5 µM: also measured in Hep lipid drop; calls as there; cell count; measured here: cell count, cytotoxicity flag;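 cells counted across two imaged fields per well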
T cell modulator vesicle-bound %: further read-out of T cell modulator, marked with its call; double positive events, %; measured here: CD8+ vesicle-bound cell fraction;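 binding gate set so that unloaded-vesicle control wells show 10% double positive cells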
Myeloid diff MLP GFP+ MAC1+ %: also measured in Myeloid diff MLP; calls as there; GFP+ MAC1+ double positive, %; measured here: differentiation confirmed by MAC1 staining
* hit, by the source's call; i = inactive; ? = inconclusive; . = no result given. Not all compounds are listed, so the mix of outcomes need not match the whole.

molecule	Myeloid diff MLP GFP+ MAC1+ %	Hep lipid drop	T cell modulator	T cell modulator vesicle-bound %	Hep lipid drop cells 6.5 µM	Myeloid diff MLP
Cc1[nH]c(C)c(S(=O)(=O)N2CCCCC2C)c1C(=O)N1CCCC1 (centres undefined)	0.0	-1	i	9	632	i
CCOC(=O)C1CCCN(C2=C(NS(=O)(=O)c3ccc(Br)cc3)C(=O)c3ccccc3C2=O)C1 (centres undefined)	0.0	-2	i	11	695	i
NC(=O)CSc1nc2ccccc2c(=O)n1CCc1ccccc1	0.2	0	i	42	783	i
O=C(COc1cc2oc(=O)cc(-c3ccccc3)c2cc1Cl)NCCN1CCOCC1	0.6	-32	i	43	730	i
COc1ccc(S(=O)(=O)N2CCCC(C(=O)NC3CC3)C2)cc1Cl (centres undefined)	5.0	-1	i	22	823	i
NC(=O)CC(NC(=O)Cc1ccc(Cl)cc1)c1ccc(NC2CCCCCC2)c([N+](=O)[O-])c1 (centres undefined)	0.7	2	i	9	743	i
Cc1cc(C)nc(N/N=C2/CCSc3ccc(F)cc32)n1	0.9	-1	i	18	812	i
CN(Cc1ccccc1F)c1nc(-c2cccnc2)nc2ccccc12	4.0	-7	i	17	798	i
CC(=O)N1N=C(c2ccc(Cl)cc2)CC1c1ccc([N+](=O)[O-])cc1 (centres undefined)	0.6	-1	i	49	840	i
CCOC(=O)C1=C(COc2ccccc2)NC(=O)NC1c1cccc([N+](=O)[O-])c1 (centres undefined)	0.6	-13	i	20	746	i
COc1cc(C2NC(=O)CCC2[N+](=O)[O-])c(OC)cc1Br (centres undefined)	0.8	-3	i	34	870	i
CCC1(CC)NC(=O)N(CC(=O)OC(C)C(=O)Nc2cc([N+](=O)[O-])ccc2OC)C1=O (centres undefined)	.	-1	i	23	764	?
CCc1ccc(C2=NN(CCC(=O)NC3CCCCCC3)C(=O)CC2)cc1	5.0	1	i	32	749	i
COc1ccc(CNC(=O)c2[nH]c(C)c(C(C)=O)c2C)cc1	0.1	-6	i	12	846	i
CN(Cc1ccco1)S(=O)(=O)c1nnc(NC(=O)c2cccc(Cl)c2)s1	2.9	-29	i	42	669	i
COc1ccc(OC)c(CCNC(=O)Cn2ccc3cc(S(=O)(=O)N4CCCC4)ccc32)c1	0.0	4	i	28	720	i
O=C(c1ccc(F)cc1F)N1CCCC(c2nc(-c3cccs3)no2)C1 (centres undefined)	1.0	8	i	10	484	i
COc1ccc(NC(=O)CCCNC(=O)Cn2cnc3sc(C)c(C)c3c2=O)cc1Cl	1.0	-6	i	29	749	i
O=C(COC(=O)c1cc([N+](=O)[O-])ccc1N1CCOCC1)c1ccccc1Cl	2.2	-4	i	11	796	i
O=C(Nc1ccc(S(=O)(=O)Nc2nccs2)cc1)C1CC(=O)N(c2ccc(Cl)cc2)C1 (centres undefined)	0.8	10	i	35	822	i
O=C1CS(=O)(=O)c2ccccc2N1	1.0	-6	i	43	792	i
O=C(NCc1cccc(Cl)c1)C1CCC(=O)N(CCCN2CCCC2=O)C1 (centres undefined)	0.2	8	i	5	843	i
CCN(C(=O)N1CCOCC1)c1ccccc1	1.5	0	i	53	803	i
Cc1ccc(C)c(-c2ccc(=O)n(Cc3c(F)cccc3Cl)n2)c1	0.8	-11	i	32	770	i
O=C(NCCCNC(=O)c1ccco1)c1ccc(Cl)c(Cl)c1	5.8	-10	i	19	775	i
Cc1nn(Cc2noc(C(=O)NCCc3ccccn3)n2)c(C)c1Br	3.8	-1	i	22	769	i
Cc1cc(C(=O)Nc2ccccc2C(=O)O)c(C)o1	0.1	-6	i	10	741	i
CC(/C=N/NC(=O)c1cccc(F)c1)=C\c1ccccc1	1.3	-3	i	5	854	i
O=C(c1cc(COc2ccc(F)cc2F)on1)N1CC2C[C@@H]3CC1C[C@H](C2)C3	0.4	1	i	7	698	i
CC(=O)Nc1ccc(S(=O)(=O)N2CCC3(CC2)OCCO3)cc1	1.2	-2	i	67	632	i
CCN(CC(=O)Nc1ccc(NC(C)=O)cc1)C(=O)c1c(-c2c(F)cccc2Cl)noc1C	0.8	-19	i	61	693	i
CC(C)(C)c1cc(CCC(=O)N2CCCC2)cc(C(C)(C)C)c1O	.	-30	i	67	674	?
COc1cn(-c2ccccc2)nc1C(=O)NCc1ccccc1	5.2	-3	i	30	809	i
COc1ccc(NC(=O)c2cncn2-c2ccccc2)cc1	0.4	-18	i	38	764	i
CSc1ccccc1OCc1cc(C(=O)N2CCC(c3ccncc3)CC2)no1	1.5	-12	i	31	688	i
COc1ccc(-c2cc(C)no2)cc1S(=O)(=O)NCC1CCN(Cc2cc(C)ccc2C)CC1	0.1	-58	i	25	725	i
COCCn1c(SCc2cccc([N+](=O)[O-])c2)nc2ccccc2c1=O	1.1	-8	i	50	856	i
Cc1ccc(CC(=O)NCC(O)c2ccccc2)cc1 (centres undefined)	0.4	4	i	25	846	i
Cc1ccccc1NS(=O)(=O)c1ccc(NS(=O)(=O)c2cccs2)cc1	1.4	2	i	6	784	i
COC(=O)CCc1cccc(CCC(=O)OC)c1	0.7	-8	i	35	789	i
CN(C)S(=O)(=O)c1ccc(Cl)c(C(=O)NC2=NCCS2)c1	0.6	-37	i	29	766	i
CCC(C)NC(=O)C1CCN(S(=O)(=O)c2ccc3c(c2)CC(C)N3C(C)=O)CC1 (centres undefined)	1.5	8	i	24	691	i
Cc1cnc(NC(=O)c2ccc3c(c2)C(=O)N(Cc2cccnc2)C3=O)s1	0.6	3	i	4	896	i
O=C(CN1CCN(CC(=O)Nc2cccc(F)c2)CC1)Nc1ccc(-c2ccccc2)cc1	0.8	-7	i	22	793	i
COc1cccc(CSc2nc(N)cc(N)n2)c1	0.8	2	i	62	825	i

A draw from above in order of number of heavy atoms, descending:
molecule	Myeloid diff MLP GFP+ MAC1+ %	Hep lipid drop	T cell modulator	T cell modulator vesicle-bound %	Hep lipid drop cells 6.5 µM	Myeloid diff MLP
COc1ccc(-c2cc(C)no2)cc1S(=O)(=O)NCC1CCN(Cc2cc(C)ccc2C)CC1	0.1	-58	i	25	725	i
O=C(CN1CCN(CC(=O)Nc2cccc(F)c2)CC1)Nc1ccc(-c2ccccc2)cc1	0.8	-7	i	22	793	i
CSc1ccccc1OCc1cc(C(=O)N2CCC(c3ccncc3)CC2)no1	1.5	-12	i	31	688	i
Cc1cnc(NC(=O)c2ccc3c(c2)C(=O)N(Cc2cccnc2)C3=O)s1	0.6	3	i	4	896	i
Cc1ccccc1NS(=O)(=O)c1ccc(NS(=O)(=O)c2cccs2)cc1	1.4	2	i	6	784	i
CC(C)(C)c1cc(CCC(=O)N2CCCC2)cc(C(C)(C)C)c1O	.	-30	i	67	674	?
COc1cn(-c2ccccc2)nc1C(=O)NCc1ccccc1	5.2	-3	i	30	809	i
COc1ccc(NC(=O)c2cncn2-c2ccccc2)cc1	0.4	-18	i	38	764	i
CN(C)S(=O)(=O)c1ccc(Cl)c(C(=O)NC2=NCCS2)c1	0.6	-37	i	29	766	i
Cc1ccc(CC(=O)NCC(O)c2ccccc2)cc1 (centres undefined)	0.4	4	i	25	846	i
COC(=O)CCc1cccc(CCC(=O)OC)c1	0.7	-8	i	35	789	i

Other compounds
molecule	Myeloid diff MLP GFP+ MAC1+ %	Hep lipid drop	T cell modulator	T cell modulator vesicle-bound %	Hep lipid drop cells 6.5 µM	Myeloid diff MLP
O=C(CCN1CCN2CCCC2C1)N1c2ccccc2Sc2ccc(Cl)cc21 (centres undefined)	0.1	-20	i	22	777	i
Cc1ccc(C)c(C(=O)COC(=O)CN2C(=O)C3C4CCC(C4)C3C2=O)c1 (centres undefined)	0.5	-8	i	13	482	i
COc1cc([N+](=O)[O-])ccc1NC(=O)NCCCN1CCCC1=O	0.8	1	i	59	798	i
COc1cc(/C=C2\SC(=S)N(CCC(=O)Nc3cccc(O)c3)C2=O)cc(OC)c1OC	0.6	-14	i	51	796	i
CC(=O)c1ccc(N(CC(=O)NC2CCCC2)C(=O)CNC(=O)c2cccs2)cc1	0.4	-14	i	26	811	i
CCCCSc1oc(-c2ccco2)nc1S(=O)(=O)c1ccccc1	3.2	-40	i	28	804	i
O=C(c1ccc(S(=O)(=O)N2CCOCC2)cc1)N1CCc2ccccc21	0.8	-24	i	14	836	i
Cc1ccc(S(=O)(=O)Cc2ccc(C(=O)NC3CCCCCC3)o2)cc1	.	0	i	34	741	?
CC1CCCCN1C(=O)c1cc(S(=O)(=O)N2CCCCC2)c[nH]1 (centres undefined)	1.6	-2	i	10	725	i
Cc1nc(SCc2ccccc2C#N)n[nH]1	0.8	-2	i	25	854	i
COc1ccc(C(=O)N/C(=C\c2ccccc2)C(=O)N2CCOCC2)cc1	0.5	26	i	22	693	i
Cc1ccc(NC(=O)CN(C)C(=O)Cc2ccc(Cl)c(Cl)c2)cc1	0.7	14	i	40	758	i
CC(=O)NC(Cc1ccc(F)cc1)C(=O)NC1CCN(C(=O)NCc2ccccc2)CC1 (centres undefined)	0.5	0	i	21	792	i
CCC1Oc2ccc(C)cc2N(CC(=O)N2CCOCC2)C1=O (centres undefined)	1.5	-8	i	41	814	i
Cc1ccc2nc(-c3ccccc3NC(=O)CCC(=O)O)c(=O)[nH]c2c1	1.4	17	i	50	861	i
COc1ccc(S(=O)(=O)N(C)C)cc1NC(=O)CCCSc1ccccc1	0.2	-7	i	17	802	i
N=C1/C(=C\c2ccc(OC(=O)c3ccc(F)cc3)cc2)C(=O)N=C2SC(N3CCOCC3)=NN12	1.4	23	i	19	729	i
Cc1noc(C(=O)Nc2ccc(C#N)cc2)c1Cl	0.2	-29	i	8	828	i
Cc1cc(NC(=O)CSc2nnc(CNC(=O)c3ccccc3)o2)no1	1.1	9	i	17	877	i
COc1ccc2[nH]cc(CCNC(=O)C3CC(=O)N(c4ccc(Cl)cc4)C3)c2c1 (centres undefined)	1.4	0	i	39	793	i
CCN(CC)C(=O)CN1CCN(Cc2ccc3c(c2)OCO3)CC1	0.9	5	i	62	854	i
CC(C)[C@H](NC(=O)c1cc2cc(Cl)ccc2n1C)C(=O)N[C@@H](C(=O)O)c1ccccc1	0.4	7	i	54	810	i
COc1ccc(CN(C(=O)c2cc3ccccc3oc2=O)C2CCS(=O)(=O)C2)cc1OC (centres undefined)	2.4	4	i	24	789	i
Cc1cc(C)c(C(=O)NC2CCCc3c2cnn3-c2ccc(C)c(C)c2)c(=O)[nH]1 (centres undefined)	.	1	i	12	744	?
COc1ccc(CNCc2c(O)c(Cl)cc3c(C)c(C)c(=O)oc23)c(OC)c1	0.2	9	i	56	806	i
COc1ccc(C(=O)NCC2(c3ccccc3)CCCC2)c(OC)c1	0.3	-51	i	47	391	i
COc1ccc(OC)c(NC(=O)CCN2CCN(c3ccccc3OC)CC2)c1	0.7	-4	i	34	834	i
CC(=O)N1c2ccc(S(=O)(=O)N3CCCC3)cc2CC1C(=O)Nc1cc(C)cc(C)c1 (centres undefined)	0.9	-17	i	10	694	i
O=C(NCC1CCOCC1)c1cc(COc2cccc(C(F)(F)F)c2)on1	1.7	-17	i	20	673	i
Cc1cccc(CNC(=O)c2ccc3c(c2)N(C)CCS3)c1	1.7	-20	i	22	686	i
O=C(NCc1ccccc1)C1CCCN1S(=O)(=O)c1ccc(Cl)cc1 (centres undefined)	0.3	2	i	67	799	i
O=C(NC1=NCCS1)c1ccc(Cl)c(Cl)c1	0.8	0	i	56	791	i
COc1ccc(C2CC(c3cccs3)=NN2C(=O)CCC(=O)O)cc1OC (centres undefined)	1.0	-6	i	36	768	i
O=C(Nc1nnc(SCC(=O)N2CCCCC2)s1)c1ccccc1F	0.5	-4	i	48	830	i
CCOc1ccc(C(C)=O)cc1CN1c2ccc(S(N)(=O)=O)cc2CC1C (centres undefined)	0.6	-14	i	18	834	i
Cc1ccc(CN(C)CC(=O)NC(C)c2ccccc2)cc1 (centres undefined)	0.8	-33	i	12	700	i
